From PubChem
HTR5A inv ctr – HTR5A inverse agonism, opioid heterodimer counter-screen. 340,000 tested, 0.083% active. P47898. inhibition, % at 9.3 µM. HTR5A cell line, luminescence; in the data active means inhibition mostly above about 23%, no sharp cut-off; inactive means mostly below about 18%;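 further: 0% = cells with DMSO and 100% = no-cell wells with DMSO; some compounds called inactive have numbers as strong as hits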
Target sequence (P47898 whole entry, looked up): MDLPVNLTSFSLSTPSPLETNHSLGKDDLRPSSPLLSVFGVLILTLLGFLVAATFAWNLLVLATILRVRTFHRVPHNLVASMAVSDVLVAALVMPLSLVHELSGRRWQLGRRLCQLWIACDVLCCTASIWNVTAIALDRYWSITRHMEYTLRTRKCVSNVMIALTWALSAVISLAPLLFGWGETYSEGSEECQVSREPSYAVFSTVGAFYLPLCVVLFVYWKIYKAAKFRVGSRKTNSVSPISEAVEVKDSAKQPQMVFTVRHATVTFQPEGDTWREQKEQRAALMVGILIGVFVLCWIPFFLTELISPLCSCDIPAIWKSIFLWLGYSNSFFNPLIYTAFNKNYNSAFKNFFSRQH
C-LANA FP – blocks KSHV LANA C-terminal domain binding to DNA; MBP-C-LANA/FAM-LBS DNA binding, fluorescence polarization; AID 504423; inhibition, % at 9 µM; 340,000 tested, 0.078% active;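 active means highest replicate inhibition at or above 60% at 9 µM, even if other replicates fall short; inactive means all replicates below 60% inhibition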;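 further: 0% = neutral control wells and 100% = 4 µM acridine orange control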
Keap1-Nrf2 PPI – inhibitors of human Keap1-Nrf2 protein-protein interaction; Keap1 Kelch-Nrf2 peptide fluorescence polarization, 1536-well; AID 504523; inhibition, % at 9.4 µM; 340,000 tested, 0.15% active; in the data active means inhibition above about 12%;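 further: human Keap1 Kelch domain with fluorescein labeled Nrf2 9mer peptide probe; 0% = neutral control wells and 100% = peptide positive control; higher means more block of Keap1 binding to Nrf2 peptide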
Target sequence (Q14145 whole entry, looked up, the tested form may be a part): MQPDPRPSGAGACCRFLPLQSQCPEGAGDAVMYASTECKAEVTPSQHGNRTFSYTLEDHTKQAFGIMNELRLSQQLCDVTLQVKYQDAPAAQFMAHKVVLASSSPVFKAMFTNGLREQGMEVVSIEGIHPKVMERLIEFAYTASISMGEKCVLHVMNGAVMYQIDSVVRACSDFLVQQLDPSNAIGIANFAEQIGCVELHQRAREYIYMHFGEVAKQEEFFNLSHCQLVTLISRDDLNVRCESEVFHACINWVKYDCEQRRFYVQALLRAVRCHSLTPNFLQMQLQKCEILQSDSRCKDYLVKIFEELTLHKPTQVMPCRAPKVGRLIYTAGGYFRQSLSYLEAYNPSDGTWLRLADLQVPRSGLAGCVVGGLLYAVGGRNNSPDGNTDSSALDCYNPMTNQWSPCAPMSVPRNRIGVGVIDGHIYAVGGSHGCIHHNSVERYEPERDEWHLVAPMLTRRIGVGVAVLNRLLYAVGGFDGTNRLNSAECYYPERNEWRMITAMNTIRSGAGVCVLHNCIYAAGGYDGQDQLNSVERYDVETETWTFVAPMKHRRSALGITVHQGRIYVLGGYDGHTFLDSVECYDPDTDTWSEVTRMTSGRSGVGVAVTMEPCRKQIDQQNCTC
MOR-DOR ag – agonists of human mu-delta opioid receptor heterodimerization; P35372+P41143; cells, OPRM1-OPRD1 heterodimerization, luminescence; activation, % at 9.3 µM; 340,000 tested, 0.3% active; in the data active means activation above about 18%;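 further: 0% = vehicle-treated cells and 100% = reference agonist; values of inactives mirror those of a sister screen read the other way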
CAL PDZ FP – inhibitors of human CAL PDZ peptide binding | Q9HD26 | purified CAL PDZ, TMR-peptide fluorescence polarization, 1 h | inhibition, % at 24.9 µM | 300,000 tested, 0.92% active | AID 602252;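 active means mean inhibition of at least 30% with at least half of replicates also reaching 30%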;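 further: 0% = DMSO neutral control and 100% = excess unlabeled competitor peptide PRC23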
MOR-DOR inv ag – inverse agonist of human OPRM1-OPRD1 heterodimerization; P35372+P41143; AID 504357; inhibition, % at 9.3 µM; cell-based MOR-DOR heterodimer luminescence, inverse agonism; 340,000 tested, 0.21% active; in the data active means inhibition above about 22%, passing the limit was not always enough;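 further: 0% = cells with DMSO and 100% = wells without cells with DMSO; values of inactives mirror those of a sister screen read the other way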
RTF Ca sens inh – cardiac RTF calcium desensitization | IANBD-labeled cardiac RTF, Ca2+ fluorescence | inhibition, % at 7.15 µM | 340,000 tested, 0.12% active;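 active means inhibition above the mean inhibition of all tested compounds plus 3 SD, cut at about 17% in these data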;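 further: assay run at fixed EC70 calcium of 1.6 mM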
HTR5A ag – HTR5A agonism, opioid heterodimer counter-screen | 340,000 tested, 0.61% active | HTR5A agonist assay, luminescence, cell-based | P47898 | activation, % at 9.3 µM | AID 504692; in the data active means activation mostly above about 9.5%, no sharp cut-off; inactive means mostly below about 7.6%;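 further: 0% = cells with vehicle only and 100% = reference agonist; strong numbers were not always called active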
V-ATPase pHluor – regulators of yeast V-ATPase proton transport; AID 504577; 350,000 tested, 0.37% active; response, % at 10 µM; S. cerevisiae, pHLuorin cytosolic pH fluorescence; in the data active means response mostly above about 7.3%, no sharp cut-off; inactive means mostly below about 5.4%; further: actives read high; inactives centre near 0; some compounds called inactive have numbers as strong as hits; reference of the scale not given here
cardiac RTF act – increases calcium sensitivity of human cardiac regulated thin filaments. IANBD-labeled TnC RTF fluorescence at EC20 calcium; 0% EC20 calcium, 100% full calcium. P19429+P45379. 340,000 tested, 0.24% active. activation, % at 7.2 µM. AID 493008;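 active means activation above the mean over all tested compounds plus 3 SD, cut at about 30% in these data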;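 further: rise in fluorescence read as greater calcium sensitivity of cardiac thin filaments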
* marks the source's active call; other numbers are inactive results; . = no result given.

SMILES	HTR5A inv ctr	C-LANA FP	Keap1-Nrf2 PPI	MOR-DOR ag	CAL PDZ FP	MOR-DOR inv ag	RTF Ca sens inh	HTR5A ag	V-ATPase pHluor	cardiac RTF act
COc1ccc(-n2nnnc2SCC(=O)Nc2cccc(C)n2)cc1OC	-7	0.4	3	1.9	-4	-11	-1	3	-9	5
O=C(NCc1ccco1)c1ccc(Cl)cc1[N+](=O)[O-]	-7	2.2	-3	-3.4	-1	17	-5	2	-1	1
CCCCCCCNC1=CC(=O)CC(c2ccco2)C1 (configuration not stated)	-9	3.4	3	-0.7	3	4	0	5	-1	-6
Cc1ccc(S(=O)(=O)N(C)C)cc1NC(=O)Nc1ccccc1	-14	-0.4	1	1.4	-2	-7	1	1	-8	0
CCS(=O)(=O)N1Cc2ccccc2CC1C(=O)Nc1nc(C)cs1 (configuration not stated)	-16	-1.0	-5	-0.7	0	3	-1	-13	0	3
COc1ccccc1C(=O)NC(=O)CSc1nc(C)cs1	9	0.5	1	2.1	-4	-14	-11	-3	3	-1
Nc1ccc(N(CCO)CCO)cc1	-34	15	6	3.7	-3	-17	-15	12*	-1	10
CCOc1ccccc1N1CCN(C(=O)Nc2ccc(F)c(Cl)c2)CC1	4	1.0	0	2.8	-4	-14	5	2	3	-2
CCOC(=O)c1ccc(COC(=O)c2cc3ccccc3oc2=O)o1	2	1.4	-1	-1.9	-6	11	5	-1	-1	-1
CC(=O)n1c2ccccc2c2nc3ccccc3nc21	-16	-0.2	-1	-2.2	-6	11	-6	6	0	0

SMILES	HTR5A inv ctr	C-LANA FP	Keap1-Nrf2 PPI	MOR-DOR ag	CAL PDZ FP	MOR-DOR inv ag	RTF Ca sens inh	HTR5A ag	V-ATPase pHluor	cardiac RTF act
CCC/C(O)=C1\C(=O)CC(C)(C)CC1=NCCO	-5	0.5	3	-1.6	-4	7	-10	-5	0	-2
COc1ccc(-n2ncc(C(=O)NC3CC3)c2C2CCN(C(=O)OC(C)(C)C)CC2)cc1	7	2.0	3	-2.0	-3	10	-5	7	-3	3
COc1cc(NC(=O)CCC(=O)OCCCC(F)(F)C(F)(F)F)nc(OC)n1	-4	-0.2	2	0.2	4	-1	-1	1	5	-2
COc1ccc(S(=O)(=O)n2nc(OC(=O)c3ccccc3)cc2N)cc1	-6	-0.8	-6	0.2	-2	-1	10	6	-1	0
CCNC(=O)O/N=C(\C)c1sc(-c2ccccc2)nc1C	-5	-0.1	-7	-4.3	3	18	-8	2	0	-1
O=C(NCc1cccnc1)c1nnc(Cc2ccc(F)cc2)o1	2	0.9	1	-2.3	-1	12	-3	-1	1	-4
Cc1ccc(Oc2nsnc2N2CCOCC2)cc1	1	0.6	-3	1.0	0	-5	-2	4	2	-2
CCC(C)(NC(=O)c1cccc(N2C(=O)CSC2c2ccccc2)c1)C(=O)Nc1ccccc1C (configuration not stated)	-11	2.4	-3	0.5	-4	-3	-5	2	-2	-5
O=C(c1ccc2ccccc2c1)N1CCN(c2ccc([N+](=O)[O-])c(N3CCOCC3)c2)CC1	0	-0.7	2	-0.7	-1	4	0	-1	-2	-1
CC(C)(C)OC(=O)N1Cc2ccccc2C[C@H]1C(=O)NCC(=O)Nc1ccc2c(c1)OCCO2	-11	-0.2	-1	-2.0	15	10	-3	-1	-5	-1

SMILES	HTR5A inv ctr	C-LANA FP	Keap1-Nrf2 PPI	MOR-DOR ag	CAL PDZ FP	MOR-DOR inv ag	RTF Ca sens inh	HTR5A ag	V-ATPase pHluor	cardiac RTF act
O=C(COc1ccc(S(=O)(=O)N2CCCCC2)cc1)Nc1ccccc1F	21	-0.5	0	-3.2	.	18	-7	-2	3	11
COc1ccc(CNC(=O)COC(=O)/C=C/c2cccc(Cl)c2)cc1	3	0.1	-5	0.8	.	-4	-4	-1	1	-6
O=c1oc(/C=C/c2ccco2)nc2sc3c(c12)CCC3	3	3.3	-8	0.7	-1	-4	-4	-1	0	4
C[C@H]1COC(=O)[C@@H](NC(=O)OCC2c3ccccc3-c3ccccc32)C/C=C\C[C@H](CC(=O)NCCO)C(=O)N1	17	-0.2	-1	-1.6	3	9	-15	-2	-3	-11
O=C(OCC(=O)N1CCCC1=O)c1nc(Cl)c(Cl)c(Cl)c1Cl	13	1.6	-2	-0.7	-6	4	-7	0	-2	-2
Cc1ccc(NCC2(N=Cc3ccccc3)OC(CO)C(O)C2O)cc1 (configuration not stated)	7	2.3	-8	-2.5	-3	12	0	-2	-3	-3
Cc1cccc(CN2CCN(C(=O)CN(C)C(C)C(=O)Nc3ccc(C(N)=O)cc3)CC2)c1 (configuration not stated)	12	0.2	-2	-3.5	4	14	5	-5	3	-1
O=C(NCc1cccnc1)c1c(O)c2cccc3c2n(c1=O)CCC3	8	-0.7	1	0.7	-1	-4	-2	-3	1	2
CCC(CC)c1nnc(NC(=O)CN2C(=O)NC3(CCCC3)C2=O)s1	-8	-0.1	0	-1.5	-4	8	-8	0	-1	-3
O=C(c1cc(-c2ccc(Cl)cc2Cl)on1)N1CCCCCC1	1	-1.7	-3	7.8	4	-43	1	0	1	5

SMILES	HTR5A inv ctr	C-LANA FP	Keap1-Nrf2 PPI	MOR-DOR ag	CAL PDZ FP	MOR-DOR inv ag	RTF Ca sens inh	HTR5A ag	V-ATPase pHluor	cardiac RTF act
CCOc1ccc(C(C)=O)cc1COc1ccc(C)nc1[N+](=O)[O-]	-1	0.0	-3	-0.7	8	5	3	0	3	-5
CCNC(=O)COc1cccc(C(=O)NCc2ccccc2)c1	-18	-1.0	-8	-0.2	-3	1	-4	5	1	2
CC1(C)CC(=O)C(C=NC2CCCCC2)=C(O)C1	6	-0.5	-3	-2.2	.	9	1	2	0	4
COCc1cc(C)nc2sc3c(=O)n(Cc4ccco4)nnc3c12	13	2.2	-6	-0.8	.	4	1	-5	5	2
Nc1ccc(Nc2ccccc2)c(Cl)c1	-21	-0.6	3	-0.4	-2	2	4	12	-14	5
COc1cccc(Nc2ncnc3sc(C)cc23)c1	-6	-0.2	5	-0.5	-1	2	-1	2	1	5
Cc1ccc(CN2CC(C(=O)Nc3ccc4c(C)cc(=O)oc4c3)CC2=O)cc1 (configuration not stated)	-2	-0.7	-4	-1.8	-2	11	-4	3	2	5
CN(CC(=O)Nc1cccc(F)c1)C(=O)c1cc([N+](=O)[O-])ccc1N1CCCCC1	0	0.2	-3	2.1	0	-11	5	0	8	-7
COc1cccc(NC(=O)c2ccccc2NS(C)(=O)=O)c1	-3	1.3	2	-1.7	6	8	0	-3	2	2
COc1nnc(-c2ccc(N3CCCCC3)c(NC(=O)COc3ccccc3)c2)c2ccccc12	0	1.6	1	-1.8	-8	9	2	5	0	-1

SMILES	HTR5A inv ctr	C-LANA FP	Keap1-Nrf2 PPI	MOR-DOR ag	CAL PDZ FP	MOR-DOR inv ag	RTF Ca sens inh	HTR5A ag	V-ATPase pHluor	cardiac RTF act
CCOC(=O)C1C(=O)NC(c2ccccc2)=NC1c1ccc(Br)cc1 (configuration not stated)	-3	-1.3	-3	3.3	-2	-19	4	1	5	0
O=C1OC2CC3CC1CC(O)(C3)C2 (configuration not stated)	-1	0.2	0	-0.8	-3	5	-2	-1	-1	11
CN(C)CCCNC(=O)c1cc(C(=O)C2CCCCC2)c[nH]1	-5	-1.4	2	-2.5	-4	12	1	2	0	2
CCN1CCN(c2nnc(-c3ccccc3)c3ccccc23)CC1	-3	0.3	-4	-3.5	6	17	-7	1	5	-1
O=C(Cn1cc([N+](=O)[O-])cn1)Nc1ccc(Cn2cc(Br)cn2)cc1	-13	0.4	-2	-2.3	0	10	5	1	-1	5
CC1Cc2ccccc2N1Cc1cccc([N+](=O)[O-])c1 (configuration not stated)	9	1.0	0	6.6	-3	-47	0	8	-3	3
N#C/C(=C\c1cccs1)C(=O)c1ccccc1	0	-1.4	-8	-2.9	-16	15	1	-3	11	5
CCn1c(C)c(C(C)=O)c(N2CCCC2)nc1=S	0	0.3	-7	-1.7	-3	8	0	-3	-5	1
CN(Cc1ccccc1Cl)C(=O)CCNC(=O)c1ccco1	9	1.8	-3	-1.6	0	9	0	-5	-1	-2
COc1ccc(C(=O)/C=C/c2cc(C(=O)O)cc3c2OCOC3)c(O)c1	-24	2.0	-4	-0.2	-7	1	-13	-1	-1	3

SMILES	HTR5A inv ctr	C-LANA FP	Keap1-Nrf2 PPI	MOR-DOR ag	CAL PDZ FP	MOR-DOR inv ag	RTF Ca sens inh	HTR5A ag	V-ATPase pHluor	cardiac RTF act
Cc1cc(=O)oc2cc(OCc3cc4c(cc3Cl)OCO4)ccc12	-10	-1.2	0	-3.2	-7	13	0	4	-2	-5
O=c1[nH]c2cccc(F)c2n2cccc12	-16	-0.5	-9	-1.6	2	7	-6	4	4	11
CC1CCCCC1NC(=O)c1ccc(NS(=O)(=O)c2ccc3[nH]c(=O)[nH]c3c2)cc1 (configuration not stated)	2	0.4	-3	-3.7	-3	19	-1	-1	3	5
O=C(NCc1cccs1)C(=O)c1c[nH]c2ccccc12	6	-0.2	1	0.8	4	-5	-34	-2	1	-4
O=C(COC(=O)c1c2c(nc3ccccc13)CCCCC2)c1ccc(Cl)s1	19	-1.7	-7	-0.2	-2	1	-16	3	-3	-5
CC(C)(C)C(=O)Nc1cccc(C(=O)Nc2cc(C(=O)O)cc(C(=O)O)c2)c1	14	-0.2	-1	-2.4	-1	14	-18	-5	3	1
Cc1cc(O)c(C(C)C)cc1NC(=O)Nc1cccc2ccccc12	-23	-2.4	7	-0.6	-4	3	5	8	0	0
c1ccc(COc2ccc(-c3csnn3)cc2)cc1	10	1.5	1	4.5	-2	-27	0	1	-6	4
COc1cc(/C=C/C(=O)OCC(=O)c2ccc[nH]2)cc(OC)c1OC	-8	5.2	4	-1.9	40*	9	-4	2	3	-2
O=C(COc1ccc(Cl)cc1[N+](=O)[O-])NC1CCCCC1	1	-7.1	2	7.9	-5	-41	1	0	0	2
Cc1cc(NC(=O)c2cccs2)ncc1NC(=O)C(C)C	-7	1.5	-5	-2.4	-2	11	-1	2	-2	-1
O=C(O)c1c[nH]c2c(C(F)(F)F)cccc2c1=O	-10	0.6	-4	-0.7	-6	3	-7	4	-4	4

Rows were taken by chance. About 2.8% of those tested had a hit in this group.
